Screening results: PubChem BioAssay, National Center for Advancing Translational Sciences (NCATS)
HCMV inh: blocks human cytomegalovirus replication. HFF cells, HCMV-luciferase reporter, 72 h; active compounds read low. activity change, negative = inhibition, % at 57.5 µM. hit rate 4.5% among 410,000; in the data active = activity change below about -60%; inconclusive = no clear call, values can overlap the other calls; inactive = above about -39%; note: % is set by controls: 0 for no effect and ±100 for the full control effect
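HFF cells seeded 16 h at 37C, treated with compounds, infected with luciferase-reporter HCMV at MOI 1 PFU/cell; luciferase read at 72 h post infection, normalized to buffer-only and Salinomycin controls.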
AmpC inh no detg: inhibitors of E. coli AmpC beta-lactamase without detergent; P00811; AmpC nitrocefin hydrolysis, absorbance 480 nm, 0.0001% Triton; Potency, µM (series often up to 57.1 µM), for inactives: at the highest dose activity change, negative = inhibition, most hits filed as inhibitors; hit rate 0.52% among 330,000; AID 485341;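 note: potency is the fitted concentration of half-maximal effect; plate controls were no compound for no effect and no enzyme for full effect; nearly all actives have a fitted effect of over 20% in size; some results filed as inactive show a strong effect at the top dose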
Target sequence (P00811 whole entry, looked up): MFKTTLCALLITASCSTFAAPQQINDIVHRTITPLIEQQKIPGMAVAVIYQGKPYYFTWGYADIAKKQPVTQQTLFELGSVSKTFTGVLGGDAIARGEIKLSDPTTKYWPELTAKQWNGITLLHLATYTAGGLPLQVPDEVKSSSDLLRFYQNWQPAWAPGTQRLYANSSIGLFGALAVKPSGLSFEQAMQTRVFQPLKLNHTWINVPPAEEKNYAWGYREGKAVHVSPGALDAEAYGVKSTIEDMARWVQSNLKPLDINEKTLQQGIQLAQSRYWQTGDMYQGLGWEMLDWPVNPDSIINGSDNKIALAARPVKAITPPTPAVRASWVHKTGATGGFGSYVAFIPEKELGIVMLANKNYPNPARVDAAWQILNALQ
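20 mM phosphate pH 7.0 + 0.01% (detergent screen) or 0.0001% Triton X-100; 5.3 nM AmpC reagent; cpd preinc 15 min RT; nitrocefin (800 uM stock) to start; A480 q20 s × 4 min; Activity was normalised to no-enzyme and no-compound control wells.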
AMA1-RON2 inh: inhibitors of Plasmodium falciparum AMA1-RON2 interaction | AlphaScreen AMA1-biotinylated RON2 peptide binding | Potency, µM (highest dose often 58.2 µM), without a hit: at the highest dose activity change, negative = inhibition, hits mostly inhibitors | hit rate 0.2% among 360,000;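 note: potency is the fitted concentration of half-maximal effect; 0% = vehicle wells and -100% = peptide control; nearly all actives have a fitted effect of over 45% in size; some results filed as inactive show a strong effect at the top dose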
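AMA1 (3D7) with his tag at 25 nM final met compounds first, then biotinylated RON2 peptide at 25 nM; detection used donor plus acceptor beads, 10 µg/mL apiece, read by AlphaScreen after 30 min at room temperature.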
Giardia FBPA inh: Giardia lamblia aldolase inhibition | purified Giardia FBPA | A8B2U2 | hit rate 0.71% among 290,000 | AID 2451 | Potency, µM (highest dose often 59.6 µM), for inactives: top-dose activity, negative = inhibition, usual class: inhibitors; note: potency is the fitted concentration of half-maximal effect; % is set by controls: 0 for no effect and ±100 for the full control effect; nearly all actives have a fitted effect of over 55% in size
Target sequence (A8B2U2 whole entry, looked up): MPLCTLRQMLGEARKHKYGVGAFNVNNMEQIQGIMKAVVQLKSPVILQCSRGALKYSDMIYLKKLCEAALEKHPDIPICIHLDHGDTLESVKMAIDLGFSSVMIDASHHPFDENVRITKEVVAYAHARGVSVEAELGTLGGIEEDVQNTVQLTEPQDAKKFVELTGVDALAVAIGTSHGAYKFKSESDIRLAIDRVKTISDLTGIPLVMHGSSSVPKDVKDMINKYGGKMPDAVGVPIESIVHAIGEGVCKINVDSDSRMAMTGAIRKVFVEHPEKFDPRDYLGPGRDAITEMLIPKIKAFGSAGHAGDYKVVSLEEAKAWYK
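40 nM FBPA preincubated 10 min at RT with compound (up to 57.5 uM final), then substrate plus GAPDH/TPI/NAD/arsenate coupling and diaphorase/resazurin added. Fluorescence read after 20 min at RT, 525/598 nm.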
Shiga inhibitor: Shiga toxin inhibition | inhibition, % at 38.7 µM | hit rate 9.2% among 290,000 | Vero cells, Shiga toxin protein synthesis inhibition reporter; in the data active = inhibition mostly above about 28%, no sharp cut-off; inactive = mostly below about 43%; note: 0% is about no effect
AmpC inh detg: AmpC beta-lactamase inhibition with detergent present; Potency, µM (series often up to 114 µM), for the others: top-dose activity change, negative = inhibition, usual class: inhibitors; hit rate 0.041% among 370,000; AID 485294; P00811; AmpC hydrolysis of nitrocefin, absorbance 480 nm, 0.01% Triton;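 note: potency is the fitted concentration of half-maximal effect; 0% = no-compound wells and -100% = no-enzyme wells; nearly all actives have a fitted effect of over 25% in size; some results filed as inactive show a strong effect at the top dose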
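20 mM phosphate pH 7.0 + 0.01% (detergent screen) or 0.0001% Triton X-100; 5.3 nM AmpC reagent; cpd preinc 15 min RT; nitrocefin (800 uM stock) to start; A480 q20 s × 4 min; Activity was normalised to no-enzyme and no-compound control wells.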
CHX counter: counter-screen hit for Shiga toxin inhibitors, cycloheximide. hit rate 12% among 300,000. AID 2314. cell reporter, cycloheximide protein synthesis inhibition counterscreen. max response, %; in the data active = max response mostly above about 13%, no sharp cut-off; inactive = mostly below about 14%; note: read at 38.3 µM for the half of the compounds with a filed dose; 0% is about no effect
Active calls of the source: *; ? = inconclusive; nt = no result given; [ ] = remark or other dose. Unless noted, calls come from the whole dose curve; as a rule, active = well fitted curve in the direction sought with a large enough effect; inconclusive = small, poorly fitted or top-dose-only effect, or another doubt; inactive = no such curve, though single readings can be large; an effect the other way counts as inactive or inconclusive.

SMILES	HCMV inh	AmpC inh no detg	AMA1-RON2 inh	Giardia FBPA inh	Shiga inhibitor	AmpC inh detg	CHX counter
CN1CCN(C(=O)C2=C[C@H](c3ccc4c(c3)OCO4)C[C@H](OCc3ccc(CO)cc3)O2)CC1	-9	98%[activator]	0%	-8%	-17	-6%	-1
CC(C)NS(=O)(=O)c1ccc(NC(=O)C2CC3C=CC2C3)cc1 (stereo not drawn)	9	-19%	-2%	0%	13	-15%	-2
CC(C)(C)C(=O)OCc1nc(-c2ccc(Cl)cc2)cs1	-31	-26%	57%[activator]	-1%	69*	-10%	59*
O=C(Nc1ccc2c(c1)C(=O)OC2)c1ccc(C(F)(F)F)cc1	-12	-8%	-11%	10%	12	?	-8
COc1ccc(CSCCc2n[nH]c(=S)n2-c2ccccc2)cc1C	-26	-25%	47%[activator]	2%	27	0%	15
COc1ccc(N2CCN(C(=O)CN(c3ccc(Br)cc3)S(C)(=O)=O)CC2)cc1	-17	77%[activator]	-8%	1%	12	?	-5
O=C(CCn1c(=O)oc2ccccc21)NC1=NCCS1	-24	-13%	-12%	-2%	-2	-1%	-2
O=C1N/C(=N/Nc2ccccc2)S/C1=C\c1ccccc1	-18	-34%	30%[activator]	?	37	0%	22*
COc1ccc(-c2cc(C(=O)N3CCN(C(=O)c4ccco4)CC3)[nH]n2)cc1	0	2%	-2%	nt	25	-7%	16
CC(C)C(=O)NC(=S)Nc1ccccc1C(=O)NC1CCCCC1	-32	-19%	-2%	0%	8	?	-5
COc1ccc(NC(C)c2cc(Cl)ccc2O)cc1 (stereo not drawn)	-7	-44%	-12%	-18%	29	-9%	7
Cc1ccc(Cl)cc1NC(=O)CN1CCN(S(=O)(=O)N2CCOCC2)CC1	-9	82%[activator]	0%	nt	-7	3%	-6
Cc1ccc(C2NC(=O)c3ccccc3N2)s1 (stereo not drawn)	33	-19%	15%	0%	48*	2%	30*
CCCCn1c(SCC(=O)N(CC)C2CCS(=O)(=O)C2)nc2cc(S(N)(=O)=O)ccc21 (stereo not drawn)	?	-3%	-16%	0%	-8	-3%	-3
CCCN(CCC)CCOc1cc(C)ccc1C(C)C	-37	39%	?	-25%	12	-1%	3
O=C(c1ccccc1)c1nc2ccccc2[nH]c1=O	40	-24%	24%	-1%	9	?	2
O=C(COC(=O)c1cc[n+]([O-])cc1)Nc1ccc(Cl)cc1Cl	26	-24%	-7%	nt	nt	nt	nt
Cn1c(=O)n(CC(=O)Nc2ccc(F)cc2)c2ccccc21	21	-11%	-2%	4%	-10	6%	-1
Cc1nc2ccccc2nc(=O)c1NNc1ccccc1	18	-30%	-5%	3%	23*	?	20*
Cc1cccc(NC(=O)/C(C#N)=C/c2cccc([N+](=O)[O-])c2)n1	33	-37%	10%	-7%	-5	-7%	-8

Record cards, as listed above.
Entry for `O=C(CCn1c(=O)oc2ccccc21)NC1=NCCS1` = HCMV inh: -24; AmpC inh no detg: -13%; AMA1-RON2 inh: -12%; Giardia FBPA inh: -2%; Shiga inhibitor: -2; AmpC inh detg: -1%; CHX counter: -2
Entry for `Cn1c(=O)n(CC(=O)Nc2ccc(F)cc2)c2ccccc21` = HCMV inh: 21; AmpC inh no detg: -11%; AMA1-RON2 inh: -2%; Giardia FBPA inh: 4%; Shiga inhibitor: -10; AmpC inh detg: 6%; CHX counter: -1
Entry for `O=C(COC(=O)c1cc[n+]([O-])cc1)Nc1ccc(Cl)cc1Cl` = HCMV inh: 26; AmpC inh no detg: -24%; AMA1-RON2 inh: -7%; Giardia FBPA inh: nt; Shiga inhibitor: nt; AmpC inh detg: nt; CHX counter: nt

Copied from above (six entries):
SMILES	HCMV inh	AmpC inh no detg	AMA1-RON2 inh	Giardia FBPA inh	Shiga inhibitor	AmpC inh detg	CHX counter
CCCN(CCC)CCOc1cc(C)ccc1C(C)C	-37	39%	?	-25%	12	-1%	3
O=C(c1ccccc1)c1nc2ccccc2[nH]c1=O	40	-24%	24%	-1%	9	?	2
O=C(COC(=O)c1cc[n+]([O-])cc1)Nc1ccc(Cl)cc1Cl	26	-24%	-7%	nt	nt	nt	nt
Cn1c(=O)n(CC(=O)Nc2ccc(F)cc2)c2ccccc21	21	-11%	-2%	4%	-10	6%	-1
Cc1nc2ccccc2nc(=O)c1NNc1ccccc1	18	-30%	-5%	3%	23*	?	20*
Cc1cccc(NC(=O)/C(C#N)=C/c2cccc([N+](=O)[O-])c2)n1	33	-37%	10%	-7%	-5	-7%	-8

Following part
SMILES	HCMV inh	AmpC inh no detg	AMA1-RON2 inh	Giardia FBPA inh	Shiga inhibitor	AmpC inh detg	CHX counter
O=C1c2cc3ccccc3c(-c3ccccc3)c2C(=O)N1c1ccccn1	-24	10%	-9%	-4%	-6	-2%	3
c1cncc(-c2nc(-c3cccs3)cs2)c1	28	-11%	3%	13%	53	-11%	44*
N/C(=N\OS(=O)(=O)c1ccc2ccccc2c1)c1cccnc1	-7	-15%	-4%	9%	-8	1%	1
Oc1csc(Cc2nc(-c3ccccc3F)cs2)n1	?	?	57%[activator]	7%	78*	0%	47*
Cc1ccc(S(=O)(=O)NCC(c2ccco2)N2CCc3ccccc32)cc1 (stereo not drawn)	-25	-33%	-27%	nt	nt	?	nt
O=S1(=O)CCC(NC(=S)SCCOc2ccccc2)C1 (stereo not drawn)	-69*	-24%	57%[activator]	1%	6	-1%	-1
COc1ccc(OC)c(CCNC(=O)CCc2nnc3ccc(N4CCCC4)nn23)c1	2	42%	7%	nt	-2	4%	-1
Cc1noc(C)c1COC(=O)Cn1c(C)nc2ccccc21	2	-4%	-15%	11%	24	1%	-1
O=C(NCc1ccc(/C=c2\sc3n(c2=O)CCN=3)o1)C(=O)Nc1ccccc1	nt	-10%	nt	?	26	-5%	20
CC(C)(C)CN1CCNC(=O)C1CC(=O)NCc1cccc(-n2cccn2)c1 (stereo not drawn)	5	51%	-4%	-9%	1	-7%	1
O=C(Nn1c(C2CC2)nc2ccccc2c1=O)c1ccco1	14	-10%	7%	6%	15	3%	-1
Nc1cc(=O)[nH]c(SCC(=O)Nc2ccc(S(=O)(=O)N3CCCCC3)cc2)n1	?	-43%	-10%	0%	3	1%	-2
Cc1cccc(N2C(=O)SC(SC(=Nc3ccccc3)Nc3ccccc3)C2=O)c1 (stereo not drawn)	-9	-30%	22%	-7%	84*	-5%	50*
O=C(Nc1nc(-c2ccco2)c(-c2ccco2)s1)c1ccco1	18	-32%	-30%	nt	nt	-12%	nt
Cc1ccc(C(=O)Nc2ccc3cn[nH]c3c2)cc1S(=O)(=O)N1CCOCC1	15	-49%	-4%	-18%	49*	1%	21*
COc1cccc(CC2(CO)CCN(Cc3cnc(-c4cccc(C)c4)nc3)CC2)c1	?	202%[activator]	?	1%	23	11%	10
CC(C)C(NC(=O)c1ccco1)C(=O)NCc1ccc(C(=O)O)cc1 (stereo not drawn)	-2	-26%	21%	-3%	-8	-8%	-4
COc1ccc(CCNC(=O)CN(c2ccccc2)S(C)(=O)=O)cc1	-35	6%	-5%	-1%	-10	11%	4
CCn1c(O)c(/C=C2\C=Nc3ccccc32)sc1=Nc1ccccc1	34	-40%	-5%	-8%	98*	11%	27*
Cn1cccc1C(=O)C(=O)Nc1ccc(F)c(F)c1	50	-35%	-11%	-5%	82*	-11%	45*

3 entries out of the list, ordered by molar mass, low to high:
SMILES	HCMV inh	AmpC inh no detg	AMA1-RON2 inh	Giardia FBPA inh	Shiga inhibitor	AmpC inh detg	CHX counter
O=C(Nn1c(C2CC2)nc2ccccc2c1=O)c1ccco1	14	-10%	7%	6%	15	3%	-1
COc1cccc(CC2(CO)CCN(Cc3cnc(-c4cccc(C)c4)nc3)CC2)c1	?	202%[activator]	?	1%	23	11%	10
Cc1cccc(N2C(=O)SC(SC(=Nc3ccccc3)Nc3ccccc3)C2=O)c1 (stereo not drawn)	-9	-30%	22%	-7%	84*	-5%	50*

(more compounds)
SMILES	HCMV inh	AmpC inh no detg	AMA1-RON2 inh	Giardia FBPA inh	Shiga inhibitor	AmpC inh detg	CHX counter
COc1ccc(NS(=O)(=O)c2ccc(C)c(C(=O)NCC(c3ccco3)N3CCCCC3)c2)cc1 (stereo not drawn)	-3	-11%	32%[activator]	nt	nt	-11%	nt
Cc1ccccc1OCCOc1ccccc1C=C(C#N)C#N	nt	-27%	nt	-10%	36*	-7%	28*
Cc1ccc(O)c(C2=Nc3ccccc3N=C(c3cccc([N+](=O)[O-])c3)C2)c1	-34	-57%	-15%	-5%	67*	-7%	38*
Cc1cc2nc(-c3cc(N4CCOCC4)ccc3[N+](=O)[O-])ccn2n1	-4	-6%	-6%	7%	-5	?	-10
CN(C)/C=C/C(=O)c1cnc(-c2ccccn2)s1	111	-32%	30%	-3%	90*	?	36*
O=C(COC(=O)c1ccc(CO)cc1)c1ccc(S(=O)(=O)N2CCCCC2)cc1	-31	-15%	-8%	nt	nt	-1%	nt
Cn1c(SCC(=O)NNC(=S)Nc2ccccc2)nnc1-c1ccncc1	nt	-11%	nt	-7%	8	8%	-2
CC(C)[C@H]1COC(NC2=N[C@@H](C(C)C)CO2)=N1	-31	-6%	113%[activator]	-26%	-1	?	-2
CCC(CC)C(=O)NCCCCc1ccccc1	-17	-17%	-2%	3%	6	0%	-3
CCN(CC)c1ccc(NC(=S)NC(=O)c2cccs2)cc1	-101*	-57%	?	-7%	88*	3%	46*
O=C(c1ccc(F)cc1)N1CCC(O)(c2cccnc2)CC1	31	-5%	0%	0%	-17	-14%	-4
O=C(CCN1C(=O)C2C3C=CC(C3)C2C1=O)Nc1ccccn1 (stereo not drawn)	14	nt	-10%	4%	38	-5%	-2

Rows are unselected. Share with any hit: about 16%.
